TTR transcr act: increases transthyretin transcription. SH-SY5Y TTR promoter Gaussia luciferase, luminescence; 100% = recombinant luciferase protein wells. hit rate 1.3% among 92,000. AID 1117267. activation, % at 16.7 µM;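 active = activation above the mean of all tested compounds plus 3 SD, cut at about 9.5% in these data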;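 note: cells exposed to compounds for one day before reading; 0% = median of all test compound wells on the plate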
* = called active by the depositor. The list is partial; the hit share may differ from the screen's.

SMILES | TTR transcr act
O=C(Nc1ccc2c(c1)[C@H]1C[C@@H](CC(=O)N3CCOCC3)O[C@@H](CO)[C@H]1O2)C1CCOCC1 | -2.3
CC1O[C@@H](O[C@H](C)CC[C@@H](C)O)C(O)C[C@H]1O (stereo partly drawn) | 1.8
CC(C)CCNC(=O)c1cc(S(=O)(=O)N2CCCCC2)ccc1N1CCOCC1 | -0.7
COc1ccc(C2Nc3ccccc3C(=O)N2O)cc1OC (stereo not drawn) | -2.6
O=C(OCc1c(F)cccc1Cl)c1cccc(S(=O)(=O)N2CCOCC2)c1 | 1.3
Cc1ccc(C(=O)OCC(=O)NC(=O)Cc2ccccc2)c(O)c1 | 2.6
Cc1ccc(-c2nn[nH]n2)o1 | 1.0
Cc1cc(C)c(C(=O)C(C)OC(=O)C2=COCCO2)cc1C (stereo not drawn) | -1.0
c1ccc(Cn2ncc3c(N4CCN(c5ccccc5)CC4)ncnc32)cc1 | 8.9
O=C(NCC1CCCO1)C(=O)NCC(c1ccco1)N1CCN(c2ccccc2)CC1 (stereo not drawn) | 0.8
CCOc1ccc(CCNC(=O)Cc2ccccc2)cc1OCC | 0.8
CC1=C(C(=O)Nc2ccc(C)cc2C)C(c2ccc(C)o2)NC(=O)N1 (stereo not drawn) | -0.8
CN(C)c1nc(N)nc(N(c2ccccc2)c2ccccc2)n1 | 0.5
NC1=NC2(CCCC2)n2c(nc3ccccc32)N1 | -0.5
O=C(Cn1c(O)c(N=NC(=O)c2ccncc2)c2ccccc21)Nc1ccccc1 | -0.6
CCN(Cc1ccccc1)C(c1cc2cc(C)ccc2[nH]c1=O)c1nnnn1CCOC (stereo not drawn) | -1.5
CC(=O)OC(C(=O)Nc1nccs1)c1ccccc1 (stereo not drawn) | -0.7
CCN(CC(=O)Nc1ccc(NC(C)=O)cc1)C(=O)CSC(=S)N1CCCC1 | -1.5
Cc1cc(C)c2cc(C)c(SCC(=O)NCc3ccco3)nc2c1 | -4.3
CN(c1ccc(OCC(=O)OCC(=O)NCc2ccco2)cc1)S(=O)(=O)c1ccc2ccccc2c1 | -0.5

Sorted by the number under TTR transcr act (smallest number first): 3 of the compounds above
molecule,TTR transcr act
CC(=O)OC(C(=O)Nc1nccs1)c1ccccc1 (stereo not drawn),-0.7
CN(C)c1nc(N)nc(N(c2ccccc2)c2ccccc2)n1,0.5
Cc1ccc(C(=O)OCC(=O)NC(=O)Cc2ccccc2)c(O)c1,2.6

3 structures out of the list, ordered by length of the SMILES, ascending:
SMILES | TTR transcr act
CN(C)c1nc(N)nc(N(c2ccccc2)c2ccccc2)n1 | 0.5
Cc1ccc(C(=O)OCC(=O)NC(=O)Cc2ccccc2)c(O)c1 | 2.6
O=C(Nc1ccc2c(c1)[C@H]1C[C@@H](CC(=O)N3CCOCC3)O[C@@H](CO)[C@H]1O2)C1CCOCC1 | -2.3

Other compounds:
SMILES | TTR transcr act
CCOc1ccc2[nH]c3c(N4CCN(c5ccccn5)CC4)ncnc3c2c1 | -2.2
CC[C@]12c3[nH]c4ccc(Cl)cc4c3CCN1C(=O)[C@@H](CC(=O)NCCCn1ccnc1)C[C@@H]2C(=O)N1CCN(C(=O)c2ccco2)CC1 | -0.8
Cc1onc(-c2c(Cl)cccc2Cl)c1C(=O)N1CCCc2ccccc21 | 4.7
COc1ccc(C2=Nn3c(nnc3-c3ccccc3OC)SC2)cc1OCC1CC1 | -0.4
Cc1ccc(C2(C(F)(F)F)NC(=O)N3CCN=C3S2)cc1 (stereo not drawn) | 0.7
O=C(O)c1ccccc1-c1ccccc1C(=O)Nc1ccccc1Br | 1.6
C=CCn1c(-c2ccc(Cl)cc2)cnc1SC(C)C(=O)NC(N)=O (stereo not drawn) | -1.9
C/C(Sc1nnc(Cc2ccccc2)o1)=C(\O)c1ccccc1 | 0.4
COc1cc(NC(=O)c2ccc3c(c2)OCO3)ccc1NC(=O)c1ccco1 | -0.6
COc1ccc(CNC(=O)O[C@@H]2C[C@H]3C(=O)N(c4ccccc4)C(=O)[C@H]3[C@@]3(CN(S(=O)(=O)c4ccc(C)cc4)C[C@H]3C)[C@@H]2O)cc1OC | 0.9
CCOc1ccc(C(=S)N2CCCC2)c(OCC)c1 | 5.1
COCCN(C(=S)Nc1ccc(OC)cc1)C1CCN(C(C)=O)CC1 | 3.9
CCN1CCN(Cc2ccc(NC(=O)c3ccc(C)c(NC(=O)c4c[nH]c5cc(C(F)(F)F)ccc5c4=O)c3)cc2C(F)(F)F)CC1 | -9.6
COc1ccc(/C=N/n2c(C)nnc2C)c(OC)c1 | 3.7
CCOC(=O)N1CCC(NC(=O)C2CCN(C(=O)c3cc4oc(C)cc4n3Cc3c(F)cccc3Cl)CC2)CC1 | -1.4
CS(=O)(=O)Nc1ccc(C2=NN(S(C)(=O)=O)C(c3ccc4nccnc4c3)C2)cc1 (stereo not drawn) | 2.3
C/C(=N\NC(N)=S)C1(C)CCCCC1 | -1.5
N/C(COc1cccc(C(F)(F)F)c1)=N\NC(=O)c1cccnc1Oc1ccccc1 | 2.4
CCN(CC)C(=O)/C(=C\c1ccncc1)NC(=O)c1ccccc1 | 0.1
COc1ccc(N(CC(=O)NCc2ccc(C)cc2)S(=O)(=O)c2c(C)nn(C)c2C)cc1 | -0.3

(continued)
SMILES | TTR transcr act
COc1cc(/C=C/C(=O)OC(C)C(=O)Nc2ccc(Cl)cn2)ccc1OC(F)F (stereo not drawn) | 3.4
O=C(NC(C(=O)c1ccccc1)c1ccccc1)c1ccccc1 (stereo not drawn) | 0.8
O=C(NCCC1=CCCCC1)C(=O)NCC1OCCCN1S(=O)(=O)c1cc(F)ccc1F (stereo not drawn) | 0.3
Cc1ccc(CNS(=O)(=O)c2cc3c4c(c2)C(C)C(=O)N4CCC3)cc1 (stereo not drawn) | 2.4
CC(C)[C@@H](C(=O)N1CCNCC1)n1cc(CCO)nn1 | 1.6
COC(=O)[C@@]1(C)[C@H]2C(=O)N(Cc3ccccc3)C(=O)[C@H]2[C@H]2CN=C(SCc3ccc(C#N)cc3)N21 | 0.8
c1ccc(-n2nnnc2NC2CCCCCC2)cc1 | 4.5
CCC(=O)Nc1c(C(=O)N2CCCCCC2)cnn1-c1ccc(C)c(C)c1 | 0.5
Cc1oc(=O)c(NC(=O)c2ccccc2)cc1C(C)O (stereo not drawn) | 5.5
COc1ccc(OCC(=O)NC(=O)c2ccccc2)c([N+](=O)[O-])c1 | -0.2
CC(OC(=O)c1ccc([N+](=O)[O-])s1)C(=O)NC1CCCCC1C (stereo not drawn) | 0.2
CN(C)CC(C)(C)CNS(=O)(=O)c1cccc(Cl)c1Cl | 5.3
Cc1ccc(S(=O)(=O)N2CCN(c3ccc4nnc(-c5ccccc5)n4n3)CC2)cc1 | 0.1
O=C(Nc1ccc(NC(=O)C2CCCCC2)nc1)c1ccccn1 | -1.2
CCN(CC)S(=O)(=O)c1cccc(C(=O)Nc2cc(C)cc(C)c2)c1 | -1.6
CCOc1ccc(Cc2noc3c2C(=O)CC(C)(C)C3)cc1OCC | -2.1
O=C(Nc1c2c(nc3ccccc13)CCCC2)c1ccccc1Br | 3.0
COc1ccc(CNC(=O)CN2C(=O)NC3(CCCCCC3)C2=O)cc1OC | -0.8
COc1cccc(NC(=O)C2(C)CCN2Cc2ccc3ccccc3c2)c1 (stereo not drawn) | -0.2
CCOC(=O)[C@]12CCCC=C1N(Cc1ccc(OC)cc1)C(=O)[C@@H]2CC(=O)NCCCOC | -0.1

Continued.
SMILES | TTR transcr act
COC(=O)CC(NC(=O)Nc1ccc(C)cc1)c1cccc([N+](=O)[O-])c1 (stereo not drawn) | -0.2
CCOc1nc(Nc2ccc(OC)cc2)nc(OCC)n1 | 1.3
O=C(NC1(C(F)(F)F)NC(=O)N(CCc2ccccc2)C1=O)C1CC1 (stereo not drawn) | 0.7
Cc1cccc(Nc2cc(=O)[nH]c(=O)[nH]2)c1C | 0.6
C[C@@H](NC(=O)[C@@H]1Cc2ccccc2CN1)C(=O)NCc1ccco1 | -0.5
CC(C)(C)c1nc2scc(-c3cccs3)c2c(=O)o1 | -1.8
Nc1ccc(N=Nc2ccccc2)c2cccnc12 | 0.8
Cc1ccccc1C(=O)NNC1=NCCC1 | 0.2
O=C(CN1C(=O)C2C3C=CC(C3)C2C1=O)NCCc1ccccc1 (stereo not drawn) | 0.5
CC1(C)CC(=O)C2=C(C1)Nc1ccccc1NC2c1ccccc1F (stereo not drawn) | -0.5
COc1ccc(N2CCN(C(=O)CNC(=O)Cc3ccc(Cl)cc3)CC2)cc1 | -1.8
O=C(NCCCN1CCCCC1)C1(S(=O)(=O)c2ccc(Cl)cc2)CC1 | 0.3
O=C(Nc1nnc(S(=O)(=O)N2CCCCCC2)s1)c1ccccc1 | -0.7
CCCC(=O)Nc1ccc(Nc2ccccc2)cc1 | 1.1
CC(C)c1ccc(NC2CCCN(C(=O)c3ccc(Cn4cnnn4)cc3)C2)cc1 (stereo not drawn) | -0.3
COC(=O)C1(Cc2ccc(O)cc2)OC(=O)C(O)=C1c1ccc(O)cc1 (stereo not drawn) | 0.1
CC(/C=N/n1c(-c2ccccn2)n[nH]c1=S)=C\c1ccccc1 | 0.7
COc1ccc(-c2cc(=O)oc3c(C)c(OCC(=O)NCCCn4ccnc4)ccc23)cc1 | -0.2
O=C(Cc1ccc(-n2c(=O)c3sccc3n(Cc3ccc(F)cc3)c2=O)cc1)NCc1ccco1 | -2.1
Cc1cc(C)c(C(N)=O)c(Nc2cccc(Cl)c2C)n1 | 1.9

(continued)
SMILES | TTR transcr act
O=S(=O)(O)c1ccc(Cl)c(Cl)c1 | -0.8
CCOC(=O)C(C(C)=O)c1nc(C)nc2c1nnn2Cc1ccccc1Cl (stereo not drawn) | -0.6
CCn1c(O)c(N=NC(=O)CNC(=O)/C=C/c2ccccc2)c2ccccc21 | -1.0
O=C(Nc1ccccc1)N1N=C(c2cccs2)CC1c1cccs1 (stereo not drawn) | -2.7
CCCNC(=O)C1(C)CCN(C(=O)c2ccc(OC(F)F)cc2)C1 (stereo not drawn) | 0.7
COc1ccc(NC(=O)CN(C)S(=O)(=O)c2cccs2)cc1 | 1.4
CCCNC(=O)c1cc2c(C(F)(F)F)nn(C)c2s1 | 7.0
CCOC(=O)N1CCC(Nc2c(N3CCN(c4cc(Cl)ccc4C)CC3)c(=O)c2=O)CC1 | 2.0
O=C(NC1CCCC1)C(c1ccccc1)N(Cc1ccccc1)C(=O)c1csnn1 (stereo not drawn) | -0.5
COC(=O)c1ccc2c(=O)n(Cc3ccco3)c(SCC(=O)Nc3cc(C)on3)nc2c1 | -1.7
O=C(CNCC1CCCO1)N1CCCCCC1 (stereo not drawn) | -1.4
Cc1ccc(NC(=O)CN2CCCCCC2)cc1[N+](=O)[O-] | -0.2
CN(Cc1c(F)cccc1Cl)C(=O)c1cc2ccccc2o1 | 0.4
CCCCC(=O)Nc1cc(C)c(NC(=O)c2cccs2)cn1 | -2.3
O=C(Nc1nn(Cc2ccccc2F)cc1Br)c1cccs1 | 0.8
CCOC(=O)c1c(C)[nH]c(C)c1C(=O)CSc1nc2ccccc2c(=O)n1-c1ccccc1C | -2.7
CCN(C(=O)COC(=O)/C=C/c1cnc2ccccc2n1)C1CCS(=O)(=O)C1 (stereo not drawn) | 1.6
CN(Cc1ccccc1)C(=O)c1ncn2c1c(=O)[nH]c1cccnc12 | 3.3
COc1ccc([C@H]2N[C@]3(CCCN(CC4CCCCC4)C3=O)[C@H]3C(=O)N(C)C(=O)[C@@H]23)cc1 | -0.3
Cc1ccc(NC(=O)CCC(=O)NNC(=O)c2cccc([N+](=O)[O-])c2)cc1C | 5.7

(cont.)
SMILES | TTR transcr act
C[C@@H]1CCN(C2CC2)S(=O)(=O)c2c(cccc2N2CCC[C@@H]2CO)O1 | -1.5
COCC1CCN(Cc2c(C(=O)N3CCN(C4CCCCC4)CC3)nc3ccccn23)C1 (stereo not drawn) | -0.5
CCOc1ccc(OCCC(=O)OCC(=O)Nc2ccc(N3CCOCC3)cc2)cc1 | 0.3
COc1ccccc1N(CC(=O)NC1CCCC1)C(=O)CCC(=O)Nc1cc(C)on1 | -3.3
COc1ccc(-c2noc(CCCC(=O)Nc3ccc(C(N)=O)cc3)n2)cc1OC | -2.1
S=c1nc(-c2ccc(Cl)cc2)[nH][nH]1 | 1.3
O=C(CNC1CCCCC1)Nc1ccc(Cl)cc1 | -1.0
Cc1cn(C(=O)C(C)N2C(=O)c3ccccc3C2=O)c(C)n1 (stereo not drawn) | -1.4
Cc1cc(NC(=O)CSCC(=O)N2CCN(c3ccccc3)CC2)no1 | 0.5
Cc1c(NS(=O)(=O)c2cccc(C(=O)NCc3ccncc3)c2)c(=O)n(-c2ccccc2)n1C | -4.1
CC(C)c1nc(Cl)c(C#N)c2c1COC(C)(C)C2 | -1.4
O=C(COc1ccccc1F)NCCc1ccc2c(c1)OCCO2 | -0.3
O=C(N/N=C1/C(=O)c2cccc3cccc1c23)c1ccc(Cl)cc1 | -1.3
NC(=O)c1ccc(NC(=O)CSc2nnc(C3CC3)n2C2CC2)cc1 | 2.5
Cc1scc(C(=O)NNC(=S)NC(C)c2ccccc2)c1C (stereo not drawn) | -0.8
CN1CCN(C(=S)c2ccc(-c3cc(Cl)ccc3Cl)o2)CC1 | -2.1
COc1cccc2c(=O)c(C(=O)NCCc3ccccc3)c[nH]c12 | 4.1
Cc1cc(C)n(C(=O)CCNC(=O)c2ccccc2Cl)n1 | -1.4
O=C(NCCCC1CCCC1)C1CCC(=O)N(Cc2ccc(Cl)cc2)C1 (stereo not drawn) | 2.2
COc1ccc(NC(=O)C2CCN(S(=O)(=O)c3ccc(OC)c(OC)c3)CC2)cc1 | 2.2
CC1(C)CC(=O)C=C(c2cn[nH]n2)C1 | 8.8
CC(C)Oc1nc(-c2ccccc2Cl)nc2ccccc12 | -1.3
NC1=NC(=Nc2ccc(Br)cc2)c2ccccc21 | -1.3

3 records drawn at random from those above, as already listed:
SMILES | TTR transcr act
CN1CCN(C(=S)c2ccc(-c3cc(Cl)ccc3Cl)o2)CC1 | -2.1
NC(=O)c1ccc(NC(=O)CSc2nnc(C3CC3)n2C2CC2)cc1 | 2.5
CCOc1ccc(OCCC(=O)OCC(=O)Nc2ccc(N3CCOCC3)cc2)cc1 | 0.3

From PubChem BioAssay
